Assay outcomes deposited in PubChem by several laboratories.
N-glyco inh = blocks N-linked glycosylation in D54 reporter cells | D54 ERlucT glycosylation luciferase reporter, 24 h; percent of 100 nM tunicamycin response | reporter increase, % at 12.5 µM | 360,000 tested, 0.23% active | AID 588692;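 active = mean luciferase reporter signal, scaled so untreated is 0 and the glycosylation-blocking control 100, at or above a set limit in every replicate; inconclusive = mean reaches the limit but not every replicate does; inactive = mean below the limit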;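 also: luciferase carries N-glycosylation sites so blocking glycosylation raises the light; 0% = median of neutral control wells and 100% = median of 100 nM tunicamycin wells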
m5-HT2A agonist = activates the mouse 5-HT2A serotonin receptor; P35363; CHO-K1 mHTR2A beta-arrestin complementation, luminescence; percent of 30 µM serotonin response; activation, % at 7.6 µM; 360,000 tested, 0.66% active;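 active = activation above a run cutoff, the mean activation of all tested compounds plus 3 SD, cut at about 14% in these data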;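 also: 0% = plate median of compound wells and 100% = 30 µM serotonin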
Exocytosis inh = lytic granule exocytosis inhibition. TALL-104 LAMP-1 surface exposure, flow cytometry; cells stimulated with thapsigargin and PMA. inhibition, % at 10 µM. 360,000 tested, 0.66% active. AID 651702;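 active = inhibition above about 55%, limit read from the data; inconclusive = no clear call, values can overlap the other calls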
Cardio protect = protects H9c2 cardiomyocytes from peroxide injury | H2O2 injury protection, ATPLite, 2 h | protection from H2O2 cell death, % at 20 µM | 360,000 tested, 0.63% active | AID 588492;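 active = compounds giving at least 50% protection of heart cells from peroxide-induced death in the single-dose screen, raw or plate-pattern-corrected value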;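 also: 0% = DMSO wells with peroxide and 100% = DMSO wells without peroxide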
aDG glyco act = alpha-DG glycosylation activation. activation, % at 10 µM. 360,000 tested, 0.22% active. Pro5-aDG cells, alpha-DG glycosylation AlphaScreen (IIH6); 0% Pro5, 100% B10-LARGE cell signal;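 active = activation of at least 8% versus controls, or a plate z-score of at least 8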;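 also: Pro5 are CHO cells carrying HIG-tagged alpha-DG that lacks glycosylation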
MC4R barr agon = activates human MC4R beta-arrestin recruitment; P32245; U2OS MC4R beta-arrestin complementation, luminescence; percent of melanotan II response, DMSO zero; activation, % at 8.9 µM; 360,000 tested, 0.98% active; AID 540308;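 active = activation above a per-plate cutoff, the mean activation of sample wells on that plate plus 3 SD, cut at about 8% in these data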
ABHD5 PLIN5 PPI = inhibitors of human ABHD5-perilipin-5 interaction; Split G. princeps luciferase complementation, luminescence, 4 h; inhibition, % at 4 µM; 360,000 tested, 0.78% active; AID 602281; Q00G26+Q8WTS1;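 active = inhibition above the mean inhibition across every tested compound plus 3 SD, cut at about 22% in these data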;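 also: 0% = DMSO only wells and the 100% control is not disclosed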
iPSC survival up = increases survival of single human iPS cells. AID 602274. survival enhancement, % at 20 µM. 360,000 tested, 0.044% active. hiPSC single-cell survival, ATPlite luminescence; 100% = ROCK inhibitor wells, 0% = DMSO; in the data active = survival enhancement above about 18%;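 also: cells exposed to compounds for 16 hours before the ATP read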
MC4R antagonist = antagonists of human melanocortin 4 receptor (MC4R) | inhibition, % at 6.5 µM | AID 540295 | P32245 | MC4R-expressing cells, MTII-stimulated cAMP, LANCE TR-FRET | 360,000 tested, 0.48% active;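 active = inhibition above its plate's cutoff, the mean of tested wells on that plate plus 3 SD, cut at about 29% in these data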;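 also: 0% = Melanotan II alone and 100% = Melanotan II plus saturating MCL0020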
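Assay system: U2OS-MC4R stable cell line; Also added: Melanotan II; Technique: Eu-cAMP/anti-cAMP TR-FRET, emission 671 nm; Times: 30-min compound, 1-h challenge, 1-h detection, room temperature.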
ABCB6 inh MLPCN = blocks the human ABCB6 transporter | 360,000 tested, 0.19% active | Q9NP58 | AID 602162 | fluorescence ratio to DMSO, % at 10 µM | K562-ABCB6 porphyrin accumulation, flow cytometry, 1 h; hits give low values;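 active = fluorescence ratio to DMSO below 75%, the collection mean minus 3 SD; inconclusive = too few cells collected in the well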;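 also: signal is porphyrin accumulated inside mitochondria; 100% equals median channel fluorescence of DMSO control wells; lower ratio means ABCB6 inhibition with less porphyrin fluorescence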
Target sequence (Q9NP58 whole entry, looked up): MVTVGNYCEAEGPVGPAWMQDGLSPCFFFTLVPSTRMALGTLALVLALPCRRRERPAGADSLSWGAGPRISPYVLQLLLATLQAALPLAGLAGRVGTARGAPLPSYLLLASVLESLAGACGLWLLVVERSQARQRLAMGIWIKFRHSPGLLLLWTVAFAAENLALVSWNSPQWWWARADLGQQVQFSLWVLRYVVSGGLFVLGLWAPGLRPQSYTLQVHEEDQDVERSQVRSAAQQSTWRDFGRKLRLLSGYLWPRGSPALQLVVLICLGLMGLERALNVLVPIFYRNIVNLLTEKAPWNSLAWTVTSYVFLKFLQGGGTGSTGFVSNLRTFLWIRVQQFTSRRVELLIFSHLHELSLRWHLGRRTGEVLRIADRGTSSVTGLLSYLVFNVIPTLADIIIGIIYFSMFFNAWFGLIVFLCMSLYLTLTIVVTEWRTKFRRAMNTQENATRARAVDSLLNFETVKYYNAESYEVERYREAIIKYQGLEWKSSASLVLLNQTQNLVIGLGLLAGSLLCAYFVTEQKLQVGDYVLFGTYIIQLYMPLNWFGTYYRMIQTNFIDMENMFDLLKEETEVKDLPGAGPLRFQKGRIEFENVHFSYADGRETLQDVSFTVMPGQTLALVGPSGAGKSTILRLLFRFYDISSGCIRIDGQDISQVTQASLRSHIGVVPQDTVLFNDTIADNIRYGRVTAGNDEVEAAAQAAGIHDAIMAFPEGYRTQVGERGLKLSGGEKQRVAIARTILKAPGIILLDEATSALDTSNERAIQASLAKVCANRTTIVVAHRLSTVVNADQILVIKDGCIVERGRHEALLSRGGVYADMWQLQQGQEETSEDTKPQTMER
The depositor's hits bear a star; ? = inconclusive; . = no result given.

SMILES | N-glyco inh | m5-HT2A agonist | Exocytosis inh | Cardio protect | aDG glyco act | MC4R barr agon | ABHD5 PLIN5 PPI | iPSC survival up | MC4R antagonist | ABCB6 inh MLPCN
COc1ccc(-c2cccc3c2C2CC3CCN2C(=O)OCc2ccccc2)cc1 (stereo not drawn) | 0.3 | -3.9 | 1.6 | 0.0 | -0.1 | -1.2 | -9.6 | 1.7 | 3.7 | 102.0
CCn1c(SCC(=O)NNC(=O)c2ccc(OC)cc2)nnc1C1CC1 | 2.3 | 8.8 | 0.8 | -1.4 | -0.1 | -0.1 | -2.7 | -0.5 | 12.5 | 91.0
CC(C)CN(C(=O)CCCc1nc2ccccc2c(=O)[nH]1)c1c(N)n(Cc2ccccc2)c(=O)[nH]c1=O | 1.0 | 1.3 | 0.9 | 6.2 | 0.0 | 0.8 | -2.5 | -0.2 | -3.9 | 102.0
CCOc1ccc(C(=O)Nc2cccc(-c3cc4ccccc4oc3=O)c2)cc1[N+](=O)[O-] | -0.2 | 4.6 | -1.3 | -9.8 | 1.3 | -2.3 | 0.0 | -1.2 | -2.7 | 103.0
Cn1c(CC(=O)Nc2ccc(F)cc2)nnc1SCC(=O)NC1CCCCC1 | -1.9 | -5.3 | -1.3 | 5.0 | 0.0 | -0.6 | 3.7 | -0.4 | 7.4 | 97.0
COc1ccccc1NC(=O)c1cnc(SCC(=O)NCC2CCCO2)n(C)c1=O (stereo not drawn) | ? | 2.4 | 1.3 | -7.5 | 0.3 | -2.9 | 18.5 | -0.5 | 19.6 | 97.0
CN(CC(=O)Nc1ccc(Cl)cc1)C(=O)CNC(=O)Cc1cccc2ccccc12 | -0.4 | 3.4 | 2.4 | -1.5 | -0.1 | -0.7 | -1.8 | 1.6 | 8.7 | 97.0
Cc1cccc(N2CCN(Cc3cnc(Cl)s3)CC2C)c1 (stereo not drawn) | -1.1 | 3.5 | -0.1 | -8.1 | 0.1 | -1.9 | -0.5 | -0.2 | 5.8 | 99.0
COc1ccc(NC(=O)c2cc3ccc4c5ccccc5[nH]c4c3cc2O)cc1 | -3.5 | 7.4 | -2.3 | -9.2 | -0.1 | 2.5 | 5.4 | -0.4 | 9.0 | 92.0
O=C(NNC1CC(=O)N(c2cccc(Cl)c2)C1=O)c1cccs1 (stereo not drawn) | 0.7 | -1.2 | 11.5 | -2.5 | 1.0 | -1.9 | 0.0 | -0.6 | -0.7 | 100.0
COc1ccc(NC(=O)c2cc(OC)c(OC)c(OC)c2)cn1 | 2.4 | -1.0 | -1.3 | 10.3 | 3.7* | -1.0 | 5.3 | 1.8 | 1.7 | 100.0
CSc1ccc(NC(=O)C2(C)CCN2C(=O)c2ccccc2CCc2ccccc2)cc1 (stereo not drawn) | -4.2 | -5.0 | -0.3 | -4.2 | 0.0 | 1.5 | -4.1 | 3.4 | 13.6 | 92.0
CC(=O)N1CCN(S(=O)(=O)c2ccc(C)cc2)C1c1ccc(N(C)C)cc1 (stereo not drawn) | -1.5 | 0.3 | -0.8 | -10.0 | 0.0 | 1.1 | 5.3 | -1.9 | 5.4 | 106.0
O=C(O)C(=O)/C(=C\c1ccc([N+](=O)[O-])cc1)c1ccc2ccccc2n1 | -3.8 | 1.8 | 12.7 | -8.1 | -0.3 | -4.6 | -5.1 | -0.9 | 0.8 | 107.0
CN(C)c1ccc(CN(C)C2CCCCC2)cc1 | 0.2 | -2.8 | ? | 3.3 | -0.1 | -0.5 | 6.9 | -0.9 | 1.8 | 102.0
Cc1ccc(C)c(S(=O)(=O)Nc2ccc3scnc3c2)c1 | 8.9 | 1.5 | -0.1 | -8.3 | 0.2 | -2.1 | -6.2 | -0.5 | 9.0 | 91.0
COc1cc(OC)c(OC)cc1/C=C/c1ccnc2ccccc12 | 12.6 | 0.3 | -0.7 | 13.0 | -0.3 | -0.3 | 11.4 | 3.4 | -3.9 | 102.0
CCC(C)N=C1Sc2nc3ccc(C)cc3cc2CN1CCOC (stereo not drawn) | -0.3 | -1.5 | -1.2 | -4.8 | 0.6 | -0.5 | -2.8 | 1.5 | 6.2 | 100.0
O=C(Nc1cccc(Cl)c1)C1=CC=CN2CCS(=O)(=O)N=C12 | 0.7 | -0.4 | 0.0 | 7.6 | -0.2 | -0.7 | -6.3 | -1.0 | -3.4 | 100.0
Cc1cccc(C(=O)NC(C(=O)Nc2nc(-c3ccccn3)cs2)C(C)C)c1 (stereo not drawn) | -4.6 | -3.8 | -2.5 | 65.6* | 3.4 | -0.9 | -0.5 | -0.2 | 6.5 | 107.0
O=C(CSc1nc2ccccc2c(=O)n1CCCN1CCOCC1)NCCc1ccccc1 | -2.8 | -6.5 | -1.9 | 10.4 | 0.2 | -1.0 | 6.0 | -0.4 | -0.2 | 98.0
O=C(CN1CCN(C2CCCCC2)CC1)Nc1cccc2ccccc12 | -1.4 | 0.2 | 3.1 | 3.0 | 0.3 | 1.3 | 4.6 | -0.6 | 10.3 | 101.0
CCC1=NN(C(=O)Cc2ccccc2)C(O)(c2ccncc2)C1 (stereo not drawn) | 1.5 | 5.4 | 0.0 | 6.0 | -0.1 | -1.2 | 1.9 | -2.5 | 6.8 | 100.0
CCOC(=O)NC(NCc1ccccc1Cl)(C(F)(F)F)C(F)(F)F | 0.0 | -0.1 | -0.1 | 0.3 | 0.1 | 0.4 | 0.3 | -1.3 | 4.4 | 100.0
COc1ccc(Cc2nc3ccc(C(=O)N(C)CCn4ccnc4)cc3o2)cc1OC | -0.4 | -4.5 | -4.7 | -1.3 | -0.1 | -3.0 | -9.3 | 1.1 | 5.0 | 100.0
More records:
SMILES | N-glyco inh | m5-HT2A agonist | Exocytosis inh | Cardio protect | aDG glyco act | MC4R barr agon | ABHD5 PLIN5 PPI | iPSC survival up | MC4R antagonist | ABCB6 inh MLPCN
COC(=O)c1cc(C(=O)OC)cc(-n2c(C)cc(C=O)c2C)c1 | 1.6 | 6.8 | 1.1 | 2.9 | 0.0 | -2.2 | 4.0 | -0.4 | 13.7 | 94.0
COCCNc1ncnc2c1cnn2-c1ccc(Cl)cc1 | -7.9 | 0.0 | -2.9 | -3.1 | 0.0 | -0.1 | 7.1 | -2.8 | 3.0 | 95.0
CC(=O)Oc1ccc(/C=c2\sc3ncnn3c2=O)cc1 | -1.6 | 0.7 | 1.5 | 12.0 | -0.2 | 0.3 | -5.4 | -3.1 | 10.3 | 96.0
CC(C)C(OC(=O)c1cc2c(s1)CCCCC2)C(=O)NC(N)=O (stereo not drawn) | 0.4 | 0.3 | 2.9 | -10.2 | -0.1 | 4.3 | -1.0 | 0.8 | -7.1 | 95.0
CCC(=O)c1ccc2c(c1)N(CCCN(C)C)c1ccccc1S2 | 5.8 | -8.2 | 6.1 | 11.1 | 0.1 | -0.8 | -3.5 | -4.2 | 1.5 | 100.0
CC(C)C(c1nnnn1Cc1cccs1)N1CCN(C2CCCC2)CC1 (stereo not drawn) | -4.4 | -3.2 | 0.3 | 5.1 | 3.0 | 2.0 | -0.7 | 2.3 | 10.1 | 94.0
O=C(CNC(=O)C12CC3CC(CC(C3)C1)C2)N1CCN(S(=O)(=O)/C=C/c2ccccc2)CC1 | -4.1 | 0.3 | 0.5 | -13.3 | 0.7 | -1.8 | 1.6 | 3.0 | -0.5 | 100.0
C#CCN1Cc2ccccc2Oc2cc(Br)ccc2S1(=O)=O | -1.1 | 0.7 | -1.8 | -23.0 | -0.2 | 3.7 | -5.8 | -1.7 | 5.3 | 97.0
O=C(COC(=O)C1=Cc2ccccc2OC1)NCc1ccco1 | 0.5 | 0.1 | -0.4 | 10.1 | 0.2 | -2.1 | 2.7 | -1.1 | -0.2 | 98.0
Cc1c(Cl)c([N+](=O)[O-])nn1CCCC(=O)Nc1cc(Oc2ccccc2)cc([N+](=O)[O-])c1 | 1.0 | -3.3 | 10.4 | -16.2 | 0.8 | -2.7 | 3.6 | -0.8 | 14.7 | 95.0
Cn1c(N)c(C(=O)COC(=O)c2ccc(Cl)c(S(=O)(=O)N3CCCC3)c2)c(=O)n(C)c1=O | 2.8 | 2.3 | 4.4 | 1.6 | 0.0 | -0.3 | -1.4 | 0.1 | 8.5 | 98.0
CCOC(=O)C1=C(C)NC2=C(C(=O)CCC2)C1c1ccc(O)c(OCC)c1 (stereo not drawn) | 0.6 | 0.6 | -1.7 | 2.7 | 0.1 | 1.5 | 2.8 | 3.1 | 13.3 | 99.0
CCOc1ccc(NC(=O)CN(C)C(=O)c2cc(S(=O)(=O)N(C)C)ccc2N2CCCC2)cc1OCC | -0.5 | 3.8 | -3.6 | 3.6 | -0.2 | -3.0 | -7.2 | -0.6 | 3.2 | 92.0
Cc1noc(C)c1COc1ccccc1C(=O)NNC(=O)C(C)Oc1ccccc1F (stereo not drawn) | 0.6 | -0.6 | -1.1 | -2.1 | 0.1 | -3.2 | 0.9 | -0.3 | 2.1 | 97.0
COc1ccccc1C(=O)OCC(=O)NC(=O)NCc1ccccc1 | 1.5 | -3.8 | -2.5 | -2.4 | -0.4 | -0.7 | 8.7 | -1.9 | -4.4 | 103.0
Cn1c(N2CCOCC2)cc(=O)n(C)c1=O | 2.5 | -2.2 | 0.8 | 9.2 | -0.3 | -0.6 | 1.3 | -0.2 | -7.1 | 102.0
Cc1cc(C)nc(SCc2cccc(C(=O)O)c2)n1 | 1.0 | -2.7 | -4.7 | 1.0 | 0.0 | -0.2 | -0.4 | 2.1 | 5.1 | 99.0
CCN(CC)c1ccc(-c2nn3c(-c4n[nH]c5c4CCC5)nnc3s2)cc1 | 14.5 | 35.0* | 23.6 | -33.6 | -0.2 | 4.6 | 9.2 | -1.3 | -17.4 | 101.0
CCOCCCNC(=S)Nc1ccc2nc(N3CCN(CC)CC3)cc(C)c2c1 | -3.6 | 0.1 | 8.7 | 1.9 | 0.0 | 0.7 | -2.8 | -0.8 | 0.8 | 105.0
CCNc1ccc(C(=O)OCC)cc1NC(=O)c1cc(S(=O)(=O)N2CCOCC2)ccc1C | 0.6 | 0.9 | -3.3 | 1.3 | -0.2 | 0.2 | 3.9 | -0.3 | -2.5 | 94.0
Cc1cccc(Nc2nc(N3CCCCC3)nc(N3CCCCC3)n2)c1 | -0.5 | -2.1 | 0.6 | -13.7 | -0.1 | -1.8 | 2.5 | -3.0 | 9.4 | 99.0
Cn1c(CN2CCCC2)nc2cc(NC(=O)c3cccs3)ccc21 | -1.3 | 1.9 | 8.6 | 10.0 | 0.0 | -1.8 | 2.4 | -0.1 | 2.0 | 90.0
CC(C)(C)c1csc(NC(=O)c2ccccc2O)n1 | -0.6 | 4.9 | 11.7 | -19.1 | 0.2 | 0.0 | -4.4 | -0.6 | 16.5 | 99.0
COC(=O)c1ccc2nc(-c3cccc(Br)c3)c(Cc3ccccc3C(F)(F)F)n2c1 | . | 2.9 | -4.7 | . | 0.2 | . | 3.6 | -0.1 | . | 135.0

Compounds were not picked by outcome; any-hit rate near 4.5%.
